# POLB inh: blocks human DNA polymerase beta activity; Potency, µM (top dose mostly 114 µM), without a hit: at the top dose activity change, negative = inhibition, actives largely listed as inhibitors; 340,000 tested, 1.3% active; P06746; Pol beta primer extension/strand displacement, fluorescence kinetic; also: potency is read from the fitted curve at half-maximal effect; % is scaled to controls: 0 for no effect and ±100 for the full control effect
#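 Pol beta (10 nM) was preincubated with compound for 15 min at room temperature. The reaction was then started with 50 nM substrate and read immediately and after a further 10 min at room temperature.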
# POLK inh: DNA polymerase kappa (human) inhibition; 400,000 tested, 0.53% active; purified Pol kappa, fluorescent DNA synthesis assay, 10 min; Potency, µM (highest dose often 107 µM), for inactives: at the highest dose activity, negative = inhibition, hits mostly inhibitors; also: potency is read from the fitted curve at half-maximal effect; % is scaled to controls: 0 for no effect and ±100 for the full control effect
# Target sequence (Q9UBT6 whole entry, looked up): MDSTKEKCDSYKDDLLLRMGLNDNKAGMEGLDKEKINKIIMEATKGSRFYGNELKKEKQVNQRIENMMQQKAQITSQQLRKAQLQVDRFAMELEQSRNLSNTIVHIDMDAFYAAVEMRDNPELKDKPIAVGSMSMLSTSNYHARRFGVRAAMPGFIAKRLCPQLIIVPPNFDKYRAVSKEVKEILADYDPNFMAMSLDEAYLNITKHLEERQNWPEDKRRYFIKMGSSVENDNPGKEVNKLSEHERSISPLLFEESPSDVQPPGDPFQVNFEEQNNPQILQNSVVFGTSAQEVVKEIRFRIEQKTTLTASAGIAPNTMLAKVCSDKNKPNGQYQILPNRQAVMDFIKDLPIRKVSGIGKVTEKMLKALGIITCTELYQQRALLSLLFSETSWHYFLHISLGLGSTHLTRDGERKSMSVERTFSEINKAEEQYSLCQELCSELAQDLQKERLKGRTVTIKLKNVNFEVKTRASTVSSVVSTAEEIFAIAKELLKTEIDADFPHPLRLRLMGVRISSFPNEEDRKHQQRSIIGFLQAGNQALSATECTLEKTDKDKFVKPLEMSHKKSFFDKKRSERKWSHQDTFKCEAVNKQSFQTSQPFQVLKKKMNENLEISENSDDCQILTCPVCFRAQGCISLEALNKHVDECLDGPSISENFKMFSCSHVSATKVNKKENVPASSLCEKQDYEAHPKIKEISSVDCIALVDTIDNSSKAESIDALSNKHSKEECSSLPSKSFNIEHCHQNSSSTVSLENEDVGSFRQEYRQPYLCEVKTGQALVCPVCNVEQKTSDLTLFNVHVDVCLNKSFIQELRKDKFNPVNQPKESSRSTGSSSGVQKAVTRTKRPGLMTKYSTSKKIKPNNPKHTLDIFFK
#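 Activity was followed as the change in fluorescence between reads at 0 and 10 min after starting the reaction with 50 nM substrate. Beforehand, 10 nM polymerase had been preincubated with compound for 15 min at room temperature.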
# LDHA inh: LDHA (human) enzyme inhibition; purified LDHA, NADH/diaphorase-resazurin fluorescence; active compounds read low; 480,000 tested, 0.15% active; activity change, % (values are at about 110 or 230 µM); in the data active = activity change below about -30%; inconclusive = mostly about -25% to -30%;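 also: plate controls were DMSO wells for no effect and wells without enzyme for full effect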
#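 Human LDH5 (2 nM) was incubated with 0.06 mM NADH and 0.2 mM pyruvate for 5 min at room temperature in Tris pH 7.4. Remaining NADH was coupled through diaphorase/resazurin, and resorufin fluorescence was read at 0 and 20 min.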
# POLH inh: DNA polymerase eta (human) inhibition; Potency, µM (series often up to 114 µM), inactives show top-dose activity change, negative = inhibition, hits mostly inhibitors; recombinant Pol eta, fluorescent DNA replication assay; Q9Y253; 390,000 tested, 1.2% active; also: potency is read from the fitted curve at half-maximal effect; % is scaled to controls: 0 for no effect and ±100 for the full control effect
#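 Pol eta at 10 nM preincubated with compounds 15 min at room temperature; reaction started with fluorescent substrate (50 nM final) and read kinetically at 0 and 10 min.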
# APE1 inh: APE1 (human) endonuclease inhibition; recombinant APE1, TAMRA/BHQ-2 abasic DNA cleavage fluorescence; Potency, µM (doses to about 65.8 µM), without a hit: at the highest dose activity change, negative = inhibition, actives largely listed as inhibitors; 350,000 tested, 0.35% active; AID 2517;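 also: potency is read from the fitted curve at half-maximal effect; plate controls were vehicle for no effect and reference inhibitor for full effect; nearly all actives have a fitted effect of over 55% in size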
#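 Quantitative HTS: incision of a TAMRA/BHQ-2 double-stranded substrate bearing a tetrahydrofuran abasic site by 0.75 nM APE1 raises fluorescence. Substrate 50 nM final, added after 15 min compound preincubation at room temperature; progress as third-minus-first kinetic read difference.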
# ALOX12 inh: ALOX12 (human) lipoxygenase inhibition | 580,000 tested, 1.1% active | purified 12hLO, xylenol orange hydroperoxide absorbance | Potency, µM (series often up to 108 µM), for inactives: at the highest dose activity change, negative = inhibition, actives largely listed as inhibitors | P18054 | AID 1671190; also: potency is read from the fitted curve at half-maximal effect; % is scaled to controls: 0 for no effect and ±100 for the full control effect
#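 Purified human 12hLO (150 nM final) in 25 mM Hepes, 0.01% Triton X-100, pH 7.0 was preincubated 15 min at room temperature with compound. Then 40 uM arachidonic acid was added, 30 min. Hydroperoxide was read by Fe-XO absorbance ratio 573/405 nm.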
# ERG Ets-DNA blk: blocks human ERG Ets domain binding to DNA. fluorescence polarization, His-ERG Ets domain / labelled DNA. 370,000 tested, 0.028% active. P11308. Potency, µM (titrated, usually from 76.9 µM), without a hit: at the top dose FP activity, negative = inhibition, usual class: inhibitors; active = well fitted inhibition curve with a large enough effect in the polarisation, with a control signal flat; inconclusive = small, poorly fitted or top-dose-only effect, or effect the other way, or a change in a side signal; inactive = no such curve, though single readings can be large or run the other way; the % refers to the polarisation;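 also: polarization taken with two DNA probes labelled with fluorescein and Texas red; potency is read from the fitted curve at half-maximal effect; % of control where 0% means no effect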
#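 His-tagged ERG Ets domain (1 uM in the protein solution; 300mM KCl, 50mM Tris-HCl, 1mM EDTA, 1mM DTT, pH 7.5) received compound, then a probe mix of 5 nM fluorescein-DNA and 100nM Texas-615-DNA. Fluorescence polarization was read for both dyes.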
# RGS4 inh: inhibitors of human regulator of G protein signaling 4. Transcreener GDP fluorescence polarization, RGS4-accelerated GTP hydrolysis. Potency, µM (titrated, usually from 114 µM), for inactives: at the top dose activity change, negative = inhibition, most hits filed as inhibitors. 390,000 tested, 0.039% active. AID 504845; also: potency is read from the fitted curve at half-maximal effect; % is scaled to controls: 0 for no effect and ±100 for the full control effect; nearly all actives have a fitted effect of over 75% in size; some results filed as inactive show a strong effect at the top dose
#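 MLSMR compounds (23 nl, pin-transferred) preincubated 10 min at room temperature with a 500nM (2x) first reagent, then RGS4 at 900nM (2x) plus Transcreener GDP mix added; fluorescence polarization (620/688 nm) read before and after 90 min at 30 °C.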
# Apoferritin bind: binds horse apoferritin like a general anesthetic; Potency, µM (highest dose often 77.5 µM), inactives show top-dose activity change, negative = displacement, usual class: inhibitors; P02791; 350,000 tested, 0.074% active; apoferritin/1-aminoanthracene competitive binding, fluorescence; AID 485281; also: potency is read from the fitted curve at half-maximal effect; % is scaled to controls: 0 for no effect and ±100 for the full control effect; nearly all actives have a fitted effect of over 20% in size
# Target sequence (P02791 2-175 limits assumed): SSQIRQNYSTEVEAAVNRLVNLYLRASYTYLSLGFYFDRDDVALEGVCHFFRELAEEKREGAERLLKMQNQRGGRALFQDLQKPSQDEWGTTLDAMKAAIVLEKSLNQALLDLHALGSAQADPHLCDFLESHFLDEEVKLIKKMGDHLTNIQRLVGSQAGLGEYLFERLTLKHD
#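 10 uM apoferritin + 50% sat. 1-AMA, PBS; cpd 10 min RT; Ex380/Em535 endpoint; normalized to free probe vs complex; 4-param Hill fit; propofol titration as pos. ctrl.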
# * = called active by the depositor; ? = inconclusive; · = not tested or not shown; & = joins results of further samples; [ ] = remark or other dose. Unless noted, calls follow the shape of the dose curve; as a rule, active = well fitted curve in the direction sought with a large enough effect; inconclusive = small, poorly fitted or top-dose-only effect, or another doubt; inactive = no such curve, though single readings can be large; an effect the other way counts as inactive or inconclusive. The list is partial, so the mix of outcomes need not match the whole.
SMILES,POLB inh,POLK inh,LDHA inh,POLH inh,APE1 inh,ALOX12 inh,ERG Ets-DNA blk,RGS4 inh,Apoferritin bind
CCCC(C)C(=O)Nc1ccc(S(=O)(=O)Nc2nccs2)cc1 (centres undefined),31%,-3%,-7,0%,21%,-9%,-1%,-2%,-9%
Cc1cccc(NC(=S)N(CCN(C)C)C(C)c2ccco2)c1 (centres undefined),2%,-2%,5,?,4%,-15%,-12%,-21%,-9%
O=C(O)c1cn(Cc2ccccn2)c(=O)c2ccccc12,10%,3%,1,-3%,15%,-18%,7%,-8%,2%
Cc1cc(N2CCOCC2)ccc1/C=C1/SC(=O)NC1=O,0%,-14%,-6,9%,2%,-1%,-4%,29%,-1%
Cc1ccc(NC(=O)COCC(=O)Nc2ccc(F)cc2)cc1,2%,5%,0,-7%,26%,-3%,-4%,-25%,-8%
Cc1cc(C)c(S(=O)(=O)c2ccc(C(C)(C)C)cc2)c(Cl)n1,1%,-8%,-1,-10%,43%,18%,-7%,7%,?
O=C(CN1CCCC1)Nc1ccc(F)cc1,-23%,-1%,-1,-9%,6%,-4%,1%[15.4 µM],-15%,-9%
Cc1cc(C)cc(NC(=O)CN2C(=O)C3CC=CCC3C2=O)c1 (centres undefined),·,-2%,1,0%,21%,0%,-1%,7%,·
C=CCN1C(=O)C(C)(C)N(C(C)=O)c2ccccc21,-16%,12%,1,-8%,1%,-9%,0%,-39%,-1%
O=C(NCCCN1CCCC1=O)c1ccc([N+](=O)[O-])s1,·,3%,-6,-16%,49%[activator],10%,-19%,-12%,·
CCOC(=O)c1cnc2cc(F)c(F)cc2c1Nc1ccccc1O,25%,4%,0,6%,·,-12%,6%,8%,-4%
CCOC(=O)c1nc(Nc2ccc(C(=O)OCC(C)C)cc2)c2ccccc2n1,-22%,-17%,-12&-5,·,·,33%&5%,1%,-40%,?
O=C(NC(=O)N1CCN(c2ccc([N+](=O)[O-])cn2)CC1)c1ccccc1F,11%,4%,-1,-8%,-3%,3%,-2%,-20%,-1%
CCN(CC)S(=O)(=O)c1ccc(N2CCOCC2)c(NS(=O)(=O)c2ccc(C)c(C)c2)c1,8%,-3%,0,-21%,7%,-4%,0%,?,-5%
O=C(Cn1c(=O)sc2ccccc21)Nc1nc2c(s1)CCCC2,-24%,-20%,-3,-7%,4%,-6%,5%,-14%,-14%
CN(C)C(=O)CCc1ccc2c3c([nH]c2c1)[C@]1(CCc2ccccc2)[C@@H](C(=O)N2CCCCC2)C[C@H](CC(=O)NCc2cccc(C(F)(F)F)c2)C(=O)N1CC3,·,5%,-5,-22%,-2%,0%,3%,?,·
CCOC(=O)CSc1nc2c(c(=O)[nH]c(=O)n2C)n1Cc1ccccc1,42%,-22%,-10,-6%,-7%,?,7%,0%,-6%
O=C(NN=C1CCCC1)c1ccccc1[N+](=O)[O-],27%,-4%,-7,-15%,4%,-9%,-3%,7%,-15%
Cc1ccc(S(=O)(=O)N2CCCCC2)cc1NC(=O)CNc1ccccc1N1CCCC1=O,·,7%,2,-12%,-10%,-4%,7%,10%,·
CCCCN(C(=O)c1cc2ccccc2o1)c1c(N)n(CC(C)C)c(=O)[nH]c1=O,24%,-2%,-1,-18%,-3%,-23%,-15%,-19%,-8%
CCCCn1cc(S(=O)(=O)c2ccc(OC)cc2)c(=O)c2cc(CC)ccc21,17%,1%,-6,-20%,·,-29%,-4%,7%,?
CCOc1ccccc1NC(=O)Cn1c(=O)n(CCC(C)C)c(=O)c2cccnc21,27%,1%,-3,-3%,·,-14%,1%,27%,-5%
Cc1ccc(C2=NN(CCC#N)C(=O)CO2)cc1,14%,-7%,-6,-5%,-8%,20%,-6%,43%,-4%
COc1ccc(Nc2nc(NCc3ccco3)nc(N3CCOCC3)n2)cc1,0%,-12%,-5,-13%,-7%,10%,-4%,-5%,-1%
NS(=O)(=O)c1ccc(NNC(=O)c2ccccc2)cc1,12%,-3%,0,-6%,14%,0%,-1%,-1%,9%

# Single records (already shown).
# CCOC(=O)CSc1nc2c(c(=O)[nH]c(=O)n2C)n1Cc1ccccc1 is listed with POLB inh = 42%; POLK inh = -22%; LDHA inh = -10; POLH inh = -6%; APE1 inh = -7%; ALOX12 inh = ?; ERG Ets-DNA blk = 7%; RGS4 inh = 0%; Apoferritin bind = -6%
# C=CCN1C(=O)C(C)(C)N(C(C)=O)c2ccccc21 is listed with POLB inh = -16%; POLK inh = 12%; LDHA inh = 1; POLH inh = -8%; APE1 inh = 1%; ALOX12 inh = -9%; ERG Ets-DNA blk = 0%; RGS4 inh = -39%; Apoferritin bind = -1%

# Next part.
SMILES,POLB inh,POLK inh,LDHA inh,POLH inh,APE1 inh,ALOX12 inh,ERG Ets-DNA blk,RGS4 inh,Apoferritin bind
CCCn1c(N)c(N(CCOC)C(=O)COC(=O)CSc2cc(C)c3ccccc3n2)c(=O)[nH]c1=O,·,-5%,-6,-17%,-4%,-13%,-2%,-21%,·
COc1ccccc1N1CCN(CC(=O)N2CCCC2)CC1,15%,-8%,-37*,2%,14%,-27%,2%,-23%,-6%
O=C(NCCc1ccccc1F)C1CC(O)CN1C(=O)Nc1ccccc1 (centres undefined),57%,-2%,-9,-11%,-16%,7%,-6%,0%,-3%
O=C1c2ccccc2C(=O)N1CCCCN(C(=O)c1ccc(Cl)s1)c1ccc(Cl)cc1,2%,-1%,-3,-9%,-5%,-16%,-4%,2%,-9%
Cc1noc(C)c1NC(=O)N(C)C[C@H]1Oc2c(NC(=O)Nc3ccc4c(c3)OCO4)cccc2C(=O)N([C@H](C)CO)C[C@@H]1C,·,-1%,2,-11%,-5%,2%,-4%,16%,·
CC(O)CNCCOc1ccccc1-c1ccccc1 (centres undefined),-1%,-4%,-17,-7%,11%,?,-4%,19%,-5%
COc1ccccc1N1CCN(C2CCCN(C(=O)CCc3cnn(C)c3)C2)CC1 (centres undefined),-5%,13%,-1,-9%,5%,378%[activator],-7%,-26%,-17%
CCC(CC)NC(=O)Nc1cccc(C)c1C,6%,-7%,-6,-7%,4%,1%,18%,-3%,-3%
COc1ccc2oc(=Nc3ccc(C(=O)O)cc3)c(C(=O)NCc3ccco3)cc2c1,28%,-2%,0,-31%,-1%,0%,1%,0%[56.9 µM],1%
CCOC(=O)c1ccc(NC(=O)Nc2ccon2)cc1,4%,2%,-4,-6%,0%,0%,8%,18%,-13%
CCOC(=O)CSC1=C(C#N)C(c2ccc(Cl)cc2)CC(=O)N1 (centres undefined),6%,-5%,-10,-8%,-4%,?,-6%,-3%,-8%
COc1ccc(Cl)cc1S(=O)(=O)N1CCCC(C(=O)N2CCOCC2)C1 (centres undefined),2%,-1%,-4,-12%,-3%,?,10%,-48%,-1%
O=C(CN1CCCCCCC1)N/N=C/c1ccccc1F,21%,-6%,-18,-9%,-2%,-2%,-2%,5%,-21%
O=C(O)C1CC=CCC1C(=O)NCc1ccc2c(c1)OCO2 (centres undefined),-7%,-3%,-1,-10%,-4%,?,2%,-3%,-5%
COc1ccccc1C(c1nnnn1CCc1ccccc1)N1CCCCCC1 (centres undefined),1%,-8%,-8,-7%,-3%,64%[activator],-5%,-2%,-7%
COc1cccc(CNCCSc2nnnn2C)c1OCc1ccc(Cl)cc1,7%,-4%,4,-15%,·,-15%,-7%,-7%,-16%
COCC(C)NC(=O)c1cc(-c2ccccc2OC)on1 (centres undefined),15%,2%,-3,-2%,0%,2%,-1%,-14%,-14%
Cn1c(=O)cc(OCCCC(=O)NCCC2=CCCCC2)c2ccccc21,-27%,-9%,-4,-16%,3%,-5%,-7%,-5%,?
Cc1ccn2c(Nc3ccc4c(c3)OCO4)c(-c3ccccn3)nc2c1,?,-10%,14,-15%,13%,20%,?,11%,-3%
CC(C)(C)n1nc2c(c1NC(=O)Cc1ccc([N+](=O)[O-])cc1)CS(=O)(=O)C2,28%,-7%,-6,-7%,-9%,79%[activator],3%,-3%,-6%
COc1cccc(-c2cc(C(=O)N3CCN(C(c4ccccc4)c4ccccc4)CC3)no2)c1,14%,-1%,-2,-8%,-5%,-21%,-6%,15%,-6%
CCNc1nnc(SCC(=O)NC2CCCCCC2)s1,·,-1%,-14&-2,?,14%,?,6%,-10%,·
C[C@H]1CN([C@@H](C)CO)C(=O)c2cc(NC(=O)Nc3cccc4ccccc34)ccc2O[C@@H]1CN(C)Cc1ccc(-c2ccccc2)cc1,·,-15%,0,-20%,31%,-29%,-1%,21%,·
CC1=C(C(=O)Nc2ccccn2)C(c2ccc3c(c2)OCO3)C2=C(CC(C)(C)CC2=O)N1 (centres undefined),11%,-3%,-1,-10%,12%,-3%,-10%,2%,-10%
COc1ccc(C(=O)C(Cc2cc(C(C)=O)ccc2OC)N2CCCC2)cc1 (centres undefined),0%,-26%,1,-8%,-11%,-3%,5%,-46%,-11%
Cc1ccccc1COc1cccc(/C=N/NC(=O)c2nnn(-c3nonc3N)c2C)c1,25%,3%,1,-18%,-6%,10%,-13%,-29%[56.9 µM],-4%
CNC(=O)/C(=C\c1ccco1)NC(=O)c1ccco1,31%,-1%,8,0%,15%,?,0%,-8%,0%
COc1ccc(-c2csc(NC(=O)c3ccccc3NS(=O)(=O)c3ccc(C)cc3)n2)cc1,?,?,-4,20µM*,-6%,?,·,3%,-1%
CCOc1ccccc1CNC(=O)CCn1c(=O)c2cccn2c2ccc(F)cc21,-22%,-4%,-4,-3%,·,?,2%,20%,-3%
